5HT1E ag: agonists of human 5-HT1E serotonin receptor. P28566. CHO 5-HT1E Ga15 NFAT-bla reporter, FRET; 0% DMSO wells, 100% control agonist wells. activation, % at 6 µM. 65,000 tested, 0.69% active. AID 574;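 active = activation above a set limit, the screen-wide mean activation plus 3 SD, cut at about 8.5% in these data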;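 also: 100% = positive control agonist at 1 µM giving full maximal response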
Target sequence (P28566 whole entry, looked up): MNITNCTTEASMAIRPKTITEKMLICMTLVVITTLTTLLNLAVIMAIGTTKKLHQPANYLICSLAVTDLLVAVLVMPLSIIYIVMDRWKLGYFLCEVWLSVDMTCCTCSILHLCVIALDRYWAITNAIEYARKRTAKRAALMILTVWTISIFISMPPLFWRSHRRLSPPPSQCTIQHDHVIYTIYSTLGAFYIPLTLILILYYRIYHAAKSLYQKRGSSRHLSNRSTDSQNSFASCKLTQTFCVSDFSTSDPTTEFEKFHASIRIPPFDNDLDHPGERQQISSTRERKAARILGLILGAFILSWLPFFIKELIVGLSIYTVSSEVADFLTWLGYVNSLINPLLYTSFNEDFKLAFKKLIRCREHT
S1P1 ag pot: activates or potentiates agonism at human S1P1 receptor. P21453. S1P1 CRE-bla cells, forskolin, beta-lactamase FRET, potentiator mode; S1P1 agonist co-added at EC20, 2 nM; 100% = saturating reference agonist, 0% = basal. activation, % at 9.5 µM. 56,000 tested, 0.57% active. AID 449;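 active = activation above a cutoff set at the mean activation of all tested compounds plus 3 SD, cut at about 54% in these data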;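 also: forskolin at 4 µM as EC80 and the EC20 agonist is SEW2871; 100% = SEW2871 at its EC100 plus forskolin at EC80; some compounds past the cut are filed as inactive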
Jurkat tox 60K: cytotoxicity toward Jurkat cells; inhibition, % at 4 µM; 56,000 tested, 1.2% active; Jurkat E6.1 viability, ATP luminescence, 48 h;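 active = inhibition above the mean inhibition of all tested compounds plus 3 SD, cut at about 28% in these data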
D1 allo mod: allosteric modulators of human D1 dopamine receptor. 58,000 tested, 5.9% active. P21728. B-score at 10 µM. HEK293 D1, CRE-luciferase, dopamine EC30 potentiation; actives deviate in either direction;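 active = luminescence count or its row- and column-corrected plate score outside the 99.7% band of the plate's sample wells, on either side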
5HT1a antag: blocks the human serotonin 5-HT1a receptor. P08908. CHO 5-HT1a Ga15 NFAT-bla reporter, antagonist mode. inhibition, % at 10 µM. 62,000 tested, 0.68% active. AID 612;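 active = inhibition above the mean of all tested compounds plus 3 SD, cut at about 43% in these data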;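 also: receptor stimulated by 5-CT agonist at 100 nM near EC80; beta-lactamase reporter measured by ratiometric fluorescence of a cleavable substrate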
HTR1E antagonist: 5-HT1E (human) receptor antagonism. 65,000 tested, 0.99% active. CHO 5-HT1E Ga15 NFAT-bla reporter, FRET, antagonist. AID 571. inhibition, % at 6 µM;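 active = inhibition above a set limit, the mean inhibition across every tested compound plus 3 SD, cut at about 29% in these data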;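 also: signal is the 460 over 535 nm emission ratio of beta-lactamase substrate; 0% = agonist plus DMSO wells and 100% = wells without agonist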
S1P3 ag: activates the human S1P3 receptor. Q99500. S1P3 NFAT-BLA reporter cells, agonism, FRET ratio; relative to 1 µM S1P, basal subtracted. activation, % at 4.5 µM. 60,000 tested, 0.1% active;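 active = activation above the screen-wide mean plus 3 SD, cut at about 4.5% in these data, passing the limit was not always enough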; also: some compounds called inactive have numbers as strong as hits
Target sequence (Q99500 whole entry, looked up): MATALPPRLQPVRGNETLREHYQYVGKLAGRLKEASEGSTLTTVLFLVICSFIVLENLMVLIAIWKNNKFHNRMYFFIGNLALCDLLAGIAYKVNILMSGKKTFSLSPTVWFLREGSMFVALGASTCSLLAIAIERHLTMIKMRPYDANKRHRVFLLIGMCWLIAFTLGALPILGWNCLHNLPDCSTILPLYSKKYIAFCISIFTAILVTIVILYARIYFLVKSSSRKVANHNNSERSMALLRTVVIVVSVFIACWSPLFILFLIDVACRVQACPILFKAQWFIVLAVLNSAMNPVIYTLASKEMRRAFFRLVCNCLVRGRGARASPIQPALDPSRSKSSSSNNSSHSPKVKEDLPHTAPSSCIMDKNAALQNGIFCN
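Material: Human S1P3 NFAT-BLA reporter CHO cells | Incubation: Overnight plating, 4 h compound 37 °C, 2 h substrate RT | Signal: FRET β-lactamase substrate fluorescence, excitation 405 nm, 460/535 nm emission ratio, background-subtracted | Compound: 4.5 µM final, single dose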
5HT1a ag: agonists of human 5-HT1a serotonin receptor. 65,000 tested, 0.56% active. CHO 5-HT1a Ga15 NFAT-bla reporter, FRET ratio; 0% basal, 100% maximal reference agonist. P08908. activation, % at 10 µM. AID 567;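 active = activation above the screen-wide mean activation plus 3 SD, cut at about 19% in these data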;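 also: 0% = DMSO wells and 100% = 5-CT at EC100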
HEK293 NFkB inh: lowers PMA/ionomycin-induced NF-kB signal in HEK293 cells | HEK-293 NF-kB luciferase reporter, luminescence | inhibition, % at 3 µM | 62,000 tested, 0.21% active | AID 465;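 active = inhibition above the mean of all tested compounds plus 3 SD, cut at about 40% in these data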;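 also: 0% = stimulated DMSO wells and 100% = 10 µM reference inhibitor 5653914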
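System: NF-kB luciferase reporter HEK-293 cells | Replication: Single test | Control set: DMSO vs reference inhibitor | Evaluation: % inhibition | Schedule: 1 h pretreatment, 16 h stimulation, 37 °C | Probe or stimulus: PMA with ionomycin | Compound dosing: One dose, 3 µM | Detection: Luciferase luminescence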
Starred values were filed as active, the others as inactive; . = not tested or not shown.

mol	5HT1E ag	S1P1 ag pot	Jurkat tox 60K	D1 allo mod	5HT1a antag	HTR1E antagonist	S1P3 ag	5HT1a ag	HEK293 NFkB inh
COc1cc2nc(NCC3CCCO3)n3nc(-c4cccnc4)nc3c2cc1OC (stereo not drawn)	-1.1	-25	4	-2.2	-3	7	-0.3	-2.4	11
CCOc1ccc(-c2nnc(SCC(=O)N3CCOCC3)o2)cc1	-0.6	5	-6	-0.38	-5	-1	-0.3	-3.0	-19
CN1CCN(c2nc(-c3ccccc3)nc3c2oc2ccccc23)CC1	0.6	-22	-11	-1.7	-16	-9	-0.3	1.0	5
N#Cc1cc2c(nc1SCc1nc3ccccc3[nH]1)CCC2	0.9	4	9	-1.7	9	14	-2.1	3.2	-49
CCOC(=O)c1c(NC(=O)c2csc(C)c2)sc(C(C)=O)c1C	-0.9	-5	0	0.26	-2	4	-0.7	-3.4	8
CCc1nc2ccccc2n(CCOCCn2c(=O)c(CC)nc3ccccc32)c1=O	-1.6	4	-6	0.73	-6	2	-0.6	-0.7	12
Cc1ccc(C)c(N(C)C(=O)COc2cc(=O)n(C)c3ccccc23)c1	0.8	-17	1	-0.042	-6	-1	-1.1	0.4	14
COc1ccc(C(=O)CSc2nnc(-c3cnccn3)n2Cc2ccco2)cc1	1.1	-22	4	-0.053	13	-2	-0.8	-2.9	5

Overlap with the part before: 2 compounds; new compounds follow.
mol	5HT1E ag	S1P1 ag pot	Jurkat tox 60K	D1 allo mod	5HT1a antag	HTR1E antagonist	S1P3 ag	5HT1a ag	HEK293 NFkB inh
Cc1ccc(C)c(N(C)C(=O)COc2cc(=O)n(C)c3ccccc23)c1	0.8	-17	1	-0.042	-6	-1	-1.1	0.4	14
COc1ccc(C(=O)CSc2nnc(-c3cnccn3)n2Cc2ccco2)cc1	1.1	-22	4	-0.053	13	-2	-0.8	-2.9	5
CCOC(=O)c1sc(/N=C/Nc2nc(C)c(C(=O)OCC)s2)nc1C	0.4	12	5	0.79	-8	3	-1.5	-0.1	16
CCOC(=O)c1c(NC(=O)CN2CCCCC2)sc2c1CCN(C(=O)OCC)C2	0.2	-8	0	3.7*	13	6	-2.4	-4.2	11
O=C(Nc1cccc(OC(=O)c2ccco2)c1)c1ccco1	-0.4	-23	4	-0.85	13	-5	0.2	-3.1	16
O=C(C1CCCCN1S(=O)(=O)c1ccc(F)cc1)N1CCN(c2ccccc2F)CC1 (stereo not drawn)	0.9	-3	2	-0.12	8	-5	-0.8	-0.3	12
COc1ccc(F)cc1S(=O)(=O)n1cc(C)nc1-c1ccccc1	-0.2	.	2	-0.032	-7	-7	0.2	-1.9	4
CC(C)N(CCNC(=O)c1cn(C)c2ccc(S(=O)(=O)N(C)C)cc2c1=O)Cc1ccccc1	0.8	-8	-3	-0.79	-6	10	-0.9	0.6	5
COc1cccc(C(c2nnnn2C(C)(C)C)N2CCN(C3CCCCC3)CC2)c1OC (stereo not drawn)	1.4	7	4	0.17	7	5	-0.2	-0.2	-9
COCCCNC(=O)CN(Cc1ccc(Cl)cc1)S(C)(=O)=O	0.7	2	6	9.2*	-2	1	-0.2	-1.9	23
COc1cc(S(=O)(=O)NC2CCCC2)ccc1Cl	0.9	-5	-9	1.2	-10	-11	0.3	2.0	-13
Cc1noc(C)c1S(=O)(=O)N1CCCC(C(=O)NCCC2=CCCCC2)C1 (stereo not drawn)	-0.9	0	-2	-0.37	-7	-7	0.2	-1.4	5
CCCn1c(NCc2ccco2)nc2ccccc21	0.0	-8	0	-1.6	4	-8	1.4	-2.9	16
O=S(=O)(Nc1ccccc1N1CCOCC1)c1ccc(Cl)s1	-0.5	6	-3	.	4	-6	0.7	-1.4	6
O=C(CSc1ncccn1)NCc1ccc(F)cc1	-1.7	2	-4	-0.98	15	27	0.2	-1.6	-4
CC(OC(=O)CNC(=O)c1ccc2c(c1)OCO2)C(=O)NCCC1=CCCCC1 (stereo not drawn)	0.2	0	0	-0.16	-18	1	0.3	-2.0	6
Cn1c(SCC(=O)Nc2cc(=O)n(C)c(=O)n2C)nnc1-c1cccs1	-0.6	-19	-2	.	-11	8	-1.1	-1.0	-2
COc1ccc(NC(=O)c2ccco2)c(OC)c1	0.4	9	0	-0.34	3	-2	-0.4	-1.4	7
Cc1ccc(-n2ncc3c(N4CCCC(C)C4)ncnc32)c(C)c1 (stereo not drawn)	0.4	73*	10	-2.2	-11	-14	-0.9	0.2	-34
CCN(CCCNC(=O)CC(C(=O)N1CCc2ccccc21)n1ccnc1)c1cccc(C)c1 (stereo not drawn)	0.4	9	1	-1.3	-14	-14	-0.4	0.7	19
CCn1c(SCC(=O)NCc2cccs2)nc2c1c(=O)n(C)c(=O)n2C	0.6	-20	-5	0.33	-1	-20	-0.8	0.4	3
O=C(NCc1ccco1)c1ccc2nc3sc4c(c3c(=O)n2c1)CCCC4	0.0	-13	13	1.7	23	13	-2.2	-0.4	0
Cc1nc2c(c(=O)n1CCC(C)C)c1nc3ccccc3nc1n2Cc1ccc2c(c1)OCO2	-1.3	21	4	8.8*	-5	1	-0.2	-0.4	12
CN(C)CCCN1C(=O)c2oc3ccc(Cl)cc3c(=O)c2C1c1cccnc1 (stereo not drawn)	-0.7	-5	-5	0.35	6	17	0.1	-0.7	6
Cc1ccccc1N(CC(=O)NCCSCc1ccco1)S(C)(=O)=O	1.0	.	-3	0.41	5	-7	-0.2	-0.2	5
CC1=C(C(=O)Nc2ccccc2C)C2(CCCC2)C(C(N)=O)C(=O)N1 (stereo not drawn)	-0.9	5	-1	-0.021	-1	-1	-1.1	0.3	-7
CCCN1CCN(CCCNC(=O)C2CCCN(c3nnc(-n4cccc4)s3)C2)CC1 (stereo not drawn)	-0.6	-6	-6	-0.076	14	-2	0.5	-3.2	-10
CCN1CCN(C(c2cccs2)C(C)NS(=O)(=O)c2ccc(F)cc2)CC1 (stereo not drawn)	0.4	-5	6	-0.35	12	-1	-0.9	-2.7	16
CCn1c(COc2ccccc2C)nnc1SCC(=O)Nc1cc(C)on1	1.0	-2	-8	-0.033	-12	4	0.1	0.3	0
Cc1ccsc1C1C(C(=O)O)c2ccccc2C(=O)N1C (stereo not drawn)	-1.3	6	-4	-0.31	-9	5	-0.3	-1.1	12
CCC(=O)NCCCCNC(=O)CC	-0.4	-6	1	0.6	-2	-1	-1.5	0.2	3
COc1ccc(-c2noc(CCC(=O)NCCN(C)Cc3ccccc3)n2)cc1	-0.6	.	.	-0.028	13	-1	.	-2.1	-2
CCCCn1nc(C(=O)N2CCc3ccccc32)c2ccccc2c1=O	0.4	-21	4	0.35	16	18	-1.0	-1.9	11
CC(NC(=O)Nc1ccc2c(c1)OCO2)C1CCCO1 (stereo not drawn)	0.7	-10	-8	-0.6	-5	-5	-0.6	-1.7	12
O=C(COc1ccccc1)Nc1ccccc1N1CCN(c2ccc(F)cc2)CC1	0.3	-2	9	-2.4	13	1	-2.0	-0.5	15
CN(C(=O)C1CCOC1)c1nnc(-c2ccccn2)s1 (stereo not drawn)	-0.3	.	.	-0.021	-6	-7	.	-1.5	-3
CCOc1ccccc1C(=O)Nc1ccccc1C(N)=O	0.4	15	-7	-0.064	0	-11	0.4	-0.7	9
Cc1ccc(-c2noc(CCC(=O)NCCN3CCc4ccccc4C3)n2)cc1	-0.8	-6	-4	-0.67	13	3	-1.2	-0.6	-3
COC(=O)c1cccc(NC(=O)NC2CCCN2S(=O)(=O)c2ccc(Cl)cc2)c1 (stereo not drawn)	-0.7	31	6	0.047	7	9	0.1	-3.1	10
CCCC1(CCC)NC(=O)N(CC(=O)Nc2ccccc2OC)C1=O	0.1	4	8	-1.7	-4	3	-0.3	-0.9	8
Cc1nn(-c2ccccc2)c2sc(C(=O)N3CCCCC3)cc12	0.1	-33	8	1.9	3	13	-0.8	-0.1	11
COc1ccc(S(=O)(=O)N2CCCCCC2)cc1C(=O)OCC(=O)NC(N)=O	-0.3	-9	-6	0.45	-1	-14	0.7	0.8	11
CCOC(=O)c1ccccc1NC(=O)COc1ccccc1	-0.8	11	-6	13*	20	-6	0.3	-2.3	14
CCOC(=O)c1nn(-c2ccccc2)c(=O)c2c(N)scc12	-0.3	.	.	6.3*	0	18	.	-1.5	5
CC(=O)Nc1cccc(C(=O)Oc2cccc(C)c2)c1O	0.2	4	-11	-0.88	-9	-6	0.0	-0.1	5
COCCNC(=O)NC(=O)COC(=O)Cc1ccc2c(c1)OCCO2	-0.3	2	1	.	-1	3	-0.1	-1.8	8
CC1CCCCN1C(=O)c1ccccc1NC(=O)c1ccco1 (stereo not drawn)	-1.4	.	.	0.21	7	-3	.	-2.8	6
CC(=O)Oc1cc2c(C(=O)NCCCN3CCOCC3)c(C)oc2c2ccccc12	0.0	-1	6	.	0	-3	0.1	1.8	11
Cc1nn(C2CCCCC2)c(N)c1-c1ccccc1	-0.8	-20	-2	-0.74	-4	-4	0.2	-3.4	3
O=C1C(=O)N(Cc2cccnc2)C(c2ccccn2)/C1=C(/O)c1ccc(F)cc1 (stereo not drawn)	-0.6	7	.	-0.052	.	3	-5.1	3.1	.
O=C(CCCCn1c(=O)c2ccccc2n(CC(=O)Nc2ccccc2)c1=O)NCc1ccco1	-0.5	-2	7	0.58	2	2	-0.6	-1.3	19
CCOC(=O)c1c(C)[nH]c(C(=O)CSc2nc3ccccc3o2)c1C	-0.7	-14	1	-0.67	-4	-2	-0.3	-5.9	5
COc1ccc(OC(C)C(=O)N2CC(C)OC(C)C2)cc1 (stereo not drawn)	-0.4	0	2	-0.17	0	-6	-0.4	-1.5	18
Cc1ccc2cc(C#N)c(SCC(=O)NCC3CCCO3)nc2c1 (stereo not drawn)	-0.2	-3	-5	.	-6	0	0.6	-1.0	-3
O=C(C1CC1c1ccccc1)N1CCOCC1 (stereo not drawn)	-0.3	-19	0	1.5	6	-3	-1.3	-2.6	15
CCS(=O)(=O)NCc1csc(-c2ccccc2)n1	-0.1	10	-4	0.16	-13	-9	-0.5	-0.4	-10
Cc1c(NC(=O)CSc2nc(-c3ccco3)cc(C(F)(F)F)n2)c(=O)n(-c2ccccc2)n1C	-0.5	17	-17	-0.32	7	3	-0.3	1.2	-1
CCn1nc(C)c(Oc2ccccc2O)c1C	-1.0	3	14	-0.7	-7	15	-0.7	-2.9	-2
c1ccc(CSc2ncn(-c3ccccc3)n2)cc1	0.2	-24	-5	1.4	5	-1	-1.6	-2.0	-38
O=C(CSc1cccc2cccnc12)NCc1ccco1	0.5	-1	-1	-0.37	4	1	-0.2	-3.5	21

Source: PubChem (several laboratories)
